TSHR antagonist – Antagonists of the Thyroid Stimulating Hormone Receptor: HTS campaign. TSHR-expressing cells, TSH-stimulated cAMP HTRF, 2 h; stronger effect = lower value. activity change, negative = inhibition, % at 11.5 µM. 0.2% of 330,000 active;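 active means activity change below a set negative limit, meaning inhibition stronger than a set level, cut at about -70% in these data; inconclusive means activity change between two set negative limits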; further: on the % scale 0 is the no-effect control and ±100 the full control effect
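Competitive HTRF cAMP read-out (cryptate anti-cAMP antibody, cAMP-d2; 30 min, room temperature) in freshly harvested TSHR cells. Compounds added before TSH at EC80 (4nM final), followed by 2 hours' incubation at 37 deg C.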
BCR signal inh – qHTS Assay to Find Inhibitors of Chronic Active B-Cell Receptor Signaling; Potency, µM (series often up to 46.1 µM), for the others: at the highest dose ratio change, negative = lower green/red ratio, usual class: inhibitors; 0.05% of 340,000 active; ABC-DLBCL IkBa-CBG/CBR reporter, luminescence ratio, 4 h; active means well fitted inhibition curve with a large enough effect in the signal ratio, with a control signal flat, not every such curve was filed as active; inconclusive means small, poorly fitted or top-dose-only effect, or effect the other way, or a change in a side signal; the % refers to the signal ratio;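 further: potency means the concentration at half of the fitted maximal effect; plate controls were basal doxycycline-induced cells for no effect and cells given 10 µM MG132 for full effect; MG132 reads +100%, hits lower the ratio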
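Doxycycline induced both beetle luciferases in TMD8 lymphoma cells; IKK-driven degradation limits the IkappaBalpha-fused green signal, while red luminescence normalises for cell number and nonspecific effects. Compounds tested up to 46 uM, 4 hrs.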
Integrin act MD – qHTS for Activators of Integrin-Mediated Alleviation for Muscular Dystrophy; alpha7betagal myoblasts, beta-gal FDG fluorescence, 48 h; Potency, µM (highest dose often 38.3 µM), for inactives: at the highest dose activation, actives largely listed as activators; 0.064% of 350,000 active; AID 624291, 2012;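 further: potency means the concentration at half of the fitted maximal effect; 100% = response of the positive control SU9516; nearly all actives have a fitted effect of over 60% in size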
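alpha7betagal+/- myoblasts (passage 13, 250/well) treated 48 h at 37C with compounds at 1:260 dilution of DMSO stock. Lysed, then beta-galactosidase activity read as FDG fluorescence (ex 480/em 540) after 30 min, with pre-read for autofluorescence.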
TCR activator – Activators of T cell receptors: qHTS campaign | Potency, µM (series often up to 9.22 µM), for inactives: at the top dose activation of IL-2 secretion, hits mostly activators | AID 504894, 2011 | primary human leukocytes, anti-CD3, IL-2 HTRF, 48 h | 330,000 tested, under 10 active; further: % of control where 0% means no effect
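Using a-CD3 beads without co-stimulation, primary human leukocytes were exposed to compounds for 48 hr. An HTRF IL-2 kit measured the cytokine, with europium-to-d2 energy transfer producing emission at 665nm upon 320nm excitation.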
Mito fusion yeast – qHTS Assay for Small Molecule Inhibitors of Mitochondrial Division or Activators of Mitochondrial Fusion | S. cerevisiae fusion-defective mutant growth rescue, CellTiterGlo 48 h | Potency, µM (titrated, usually from 46.1 µM), for inactives: top-dose growth rescue (activation), hits mostly activators | 0.23% of 320,000 active | AID 485298, 2010;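 further: potency means the concentration at half of the fitted maximal effect; % of control where 0% means no effect; nearly all actives have a fitted effect of over 45% in size; temperature-sensitive fusion mutants such as fzo1-1 at 37 °C on non-fermentable ethanol glycerol medium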
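Compounds are tested for their ability to restore growth of mitochondrial fusion-defective yeast strains at non-permissive 37C in YPEG medium over 48 hours. Viability is quantified by luciferase luminescence.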
Tb PFK block – qHTS Assay to Find Inhibitors of T. brucei phosphofructokinase | ATP-dependent 6-phosphofructokinase (Trypanosoma brucei brucei), O15648 | AID 485367, 2010 | 0.17% of 330,000 active | T. brucei PFK, ADP-Glo luminescence | Potency, µM (highest dose often 57.5 µM), for inactives: at the top dose activity, negative = inhibition, most hits filed as inhibitors;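 further: potency means the concentration at half of the fitted maximal effect; 0% = uninhibited 1x PFK enzyme wells and -100% = no-enzyme wells; nearly all actives have a fitted effect of over 60% in size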
Target sequence (O15648 whole entry, looked up): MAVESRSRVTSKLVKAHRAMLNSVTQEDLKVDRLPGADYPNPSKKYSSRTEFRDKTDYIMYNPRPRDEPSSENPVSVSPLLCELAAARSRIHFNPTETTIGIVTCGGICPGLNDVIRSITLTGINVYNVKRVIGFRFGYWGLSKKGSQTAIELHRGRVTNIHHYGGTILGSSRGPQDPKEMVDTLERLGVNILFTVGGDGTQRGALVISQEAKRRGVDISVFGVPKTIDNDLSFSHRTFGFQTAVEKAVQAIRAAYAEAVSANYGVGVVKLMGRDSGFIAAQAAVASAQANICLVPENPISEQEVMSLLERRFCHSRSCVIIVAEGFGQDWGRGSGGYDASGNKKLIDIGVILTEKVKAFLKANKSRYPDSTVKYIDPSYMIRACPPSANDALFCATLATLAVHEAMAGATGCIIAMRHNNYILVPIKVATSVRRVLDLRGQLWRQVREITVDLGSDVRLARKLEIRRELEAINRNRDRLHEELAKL
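1.25 nM PFK with 0.5 mM F6P and 0.1 mM ATP in 0.1 M TEA pH 8.0, 5 mM MgCl2, incubated 45 min at room temperature; ADP measured by ADP-Glo luminescence; compounds titrated up to 57 uM.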
ELG1 repair inh – qHTS screen for small molecules that inhibit ELG1-dependent DNA repair in human embryonic kidney (HEK293T) cells expressing luciferase-tagged ELG1; 2.3% of 330,000 active; Potency, µM (top dose mostly 46.1 µM), for the others: top-dose activity change, negative = inhibition, usual class: inhibitors; AID 504467, 2011; HEK293T ELG1-luciferase reporter, luminescence, 16 h; DNA damage induced by 5-fluorouridine; further: potency means the concentration at half of the fitted maximal effect; on the % scale 0 is the no-effect control and ±100 the full control effect; nearly all actives have a fitted effect of over 55% in size
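Reporter activity after DNA damage by 5-fluorouridine is monitored. Compound-treated cells incubate 16 hr at 37 °C, then ONE-Glo is added for 30 min before luminescence reading.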
A-T KAP1 phos – qHTS Assay for Identifying a Potential Treatment of Ataxia-Telangiectasia | […] A-T fibroblasts, KAP-1 phosphorylation AlphaLISA; neocarzinostatin DNA damage 30 min before lysis | Potency, µM (highest dose often 57.5 µM), for inactives: top-dose activation, hits mostly activators | 0.19% of 320,000 active | AID 485349, 2010; further: potency means the concentration at half of the fitted maximal effect; % of control where 0% means no effect; nearly all actives have a fitted effect of over 45% in size
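hTERT-immortalized A-T patient fibroblasts ([…]), 500 cells/well in OPTI-MEM, 1% FBS, got compounds for 60 min, then NCS for 30 min at 37C. Lysates were then assayed for phospho-KAP-1 by AlphaLISA (anti-pKAP1 donor, anti-KAP1 acceptor beads), 6 hr at 25C.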
S-ASM inh – Inhibitors of Secretory Acid Sphingomyelinase (S-ASM): qHTS | placental ASM, HMU-PC fluorogenic substrate, 60 min | Potency, µM (top dose mostly 57.5 µM), for the others: top-dose activity change, negative = inhibition, actives largely listed as inhibitors | 0.006% of 340,000 active | AID 504937, 2011; further: potency means the concentration at half of the fitted maximal effect
Target sequence (P17405 47-631 limits assumed): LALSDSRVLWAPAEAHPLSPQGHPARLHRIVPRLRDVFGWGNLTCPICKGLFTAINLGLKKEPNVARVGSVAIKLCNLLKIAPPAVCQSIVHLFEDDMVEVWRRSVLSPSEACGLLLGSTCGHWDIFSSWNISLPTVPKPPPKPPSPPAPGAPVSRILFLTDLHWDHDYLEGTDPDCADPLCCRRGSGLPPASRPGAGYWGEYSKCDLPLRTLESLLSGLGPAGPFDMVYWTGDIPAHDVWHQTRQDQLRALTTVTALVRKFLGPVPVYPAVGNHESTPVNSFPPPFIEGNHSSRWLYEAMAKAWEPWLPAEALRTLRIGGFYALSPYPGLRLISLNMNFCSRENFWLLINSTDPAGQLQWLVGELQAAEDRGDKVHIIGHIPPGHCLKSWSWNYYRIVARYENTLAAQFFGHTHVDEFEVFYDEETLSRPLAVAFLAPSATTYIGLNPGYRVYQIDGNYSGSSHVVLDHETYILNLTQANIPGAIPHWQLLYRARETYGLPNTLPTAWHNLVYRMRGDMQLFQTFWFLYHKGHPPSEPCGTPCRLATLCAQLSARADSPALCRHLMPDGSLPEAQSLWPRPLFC
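HMU-PC0 cleavage (9 uM final) by human placental ASM, 60 min at 37 °C following 10 min compound exposure at RT; stopped at pH 10, fluorescence Ex 386/Em 447 nm.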
Eya2 phos inh – qHTS Assay for Inhibitors of the Phosphatase Activity of Eya2; 0.006% of 330,000 active; Potency, µM (top dose mostly 76.9 µM), without a hit: at the top dose activity, negative = inhibition, actives largely listed as inhibitors; recombinant Eya2, OMFP fluorescence dephosphorylation (OMFP is methylfluorescein phosphate); further: potency means the concentration at half of the fitted maximal effect; on the % scale 0 is the no-effect control and ±100 the full control effect
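Eya2 (0.2 uM) preincubated 10 min at ambient with compound, then OMFP substrate added at 50 uM; 10 min reaction in 50 mM HEPES pH 7.5, 50 mM NaCl, 5 uM MgCl2, 0.05% BSA, 1 mM DTT. Fluorescence read at Ex 485/Em 525 nm.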
TSG101-PTAP inh – qHTS Assay for Iinhibitors of HIV-1 Budding by Blocking the Interaction of PTAP/TSG101; Tumor susceptibility gene 101 protein (Homo sapiens), Q99816; Fluorescence polarization, FITC-PTAP peptide / Tsg101 binding; Potency, µM (doses to about 115 µM), inactives show at the highest dose activity change, negative = inhibition, actives largely listed as inhibitors; 340,000 tested, under 10 active; AID 493005, 2010; active means well fitted inhibition curve with a large enough effect in the main read-out, with a control signal flat, not every such curve was filed as active; inconclusive means small, poorly fitted or top-dose-only effect, or effect the other way, or a change in a side signal; inactive means no such curve, though single readings can be large or run the other way; further: potency means the concentration at half of the fitted maximal effect; % of control where 0% means no effect
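Tsg101 binding domain (10 uM final) was mixed with compound and a FITC-labeled PTAP peptide (50 nM final) in HEPES pH 7.5 buffer with NaCl, Tween 20, EDTA and TCEP; fluorescence polarization was read after 20 min at r.t.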
Active calls of the source: *; [ ] = remark or other dose. Unless noted, the call rests on the fitted dose curve; in most records, active means well fitted curve in the direction sought with a large enough effect; inconclusive means small, poorly fitted or top-dose-only effect, or another doubt; inactive means no such curve, though single readings can be large; an effect the other way counts as inactive or inconclusive.

Screening COc1ccc(Cn2nnnc2C(c2cccs2)N2CCCCCC2)cc1 (configuration not stated) returned TSHR antagonist -25.4, BCR signal inh 2.1%, Integrin act MD -12.6%, TCR activator 1.4%, Mito fusion yeast 21.8%, Tb PFK block -9.2%, ELG1 repair inh -10.1%, A-T KAP1 phos 3.6%, S-ASM inh 3.1%, Eya2 phos inh -33.8% and TSG101-PTAP inh -11.0%.
CCS(=O)(=O)c1ccc(O)c(NC(=O)COc2ccc(C)cc2)c1 was read as TSHR antagonist -7.5, BCR signal inh inconclusive, Integrin act MD 23.2%, TCR activator -0.2%[46.1 µM], Mito fusion yeast -1.8%, Tb PFK block 5.9%, ELG1 repair inh 1.0%, A-T KAP1 phos 1.0%, S-ASM inh 2.6%, Eya2 phos inh -9.5% and TSG101-PTAP inh -1.4%.
`COc1ccc(C2Nc3ccccc3C(=O)N2NS(=O)(=O)c2ccccc2)c(OC)c1` (configuration not stated) gave TSHR antagonist 10.7, BCR signal inh 14.8%, Integrin act MD -53.0%[inhibitor], TCR activator -0.9%, Mito fusion yeast -15.5%, Tb PFK block -7.2%, ELG1 repair inh -1.5%, A-T KAP1 phos 7.6%, S-ASM inh 31.2%[activator], Eya2 phos inh 0.3% and TSG101-PTAP inh -0.6%.
`CCNC(=O)NC(=O)C(C)OC(=O)c1oc2ccc(OCC)cc2c1C` (configuration not stated) gave TSHR antagonist -2.6, BCR signal inh 2.2%, Integrin act MD -0.5%, TCR activator -1.0%, Mito fusion yeast -1.2%, Tb PFK block 1.5%, ELG1 repair inh -3.6%, A-T KAP1 phos 4.3%, S-ASM inh 1.9%, Eya2 phos inh -22.2% and TSG101-PTAP inh -2.6%.
`C[C@H](CO)N1C[C@H](C)[C@@H](CN(C)Cc2ccncc2)Oc2c(NS(=O)(=O)c3ccc(Cl)cc3)cccc2C1=O` gave TSHR antagonist -12.1, BCR signal inh -1.2%, Integrin act MD -0.7%, TCR activator -4.5%, Tb PFK block -2.2%, ELG1 repair inh 7.3%, A-T KAP1 phos 9.9%, S-ASM inh 3.5%, Eya2 phos inh 0.9% and TSG101-PTAP inh 0.5%.
CC1CCCCN1Cc1nc2c(c(=O)n(C)c(=O)n2C)n1Cc1c(F)cccc1Cl (configuration not stated) was read as TSHR antagonist 0.0, BCR signal inh 14.9%, Integrin act MD -12.3%, TCR activator -0.7%, Mito fusion yeast inconclusive, Tb PFK block 1.5%, ELG1 repair inh 13.2%, A-T KAP1 phos -3.3%, S-ASM inh 10.7%, Eya2 phos inh -4.1% and TSG101-PTAP inh -2.1%.
For CCOc1ccc(N(CC(=O)NC(C(C)C)C(C)C)S(=O)(=O)c2ccc(OC)c(OC)c2)cc1 the results were TSHR antagonist -3.8, BCR signal inh 5.1%, Integrin act MD -8.5%, TCR activator -4.0%, Mito fusion yeast 12.9%, Tb PFK block 2.9%, ELG1 repair inh -12.6%, A-T KAP1 phos 0.1%, S-ASM inh 1.3%, Eya2 phos inh -17.7% and TSG101-PTAP inh 2.1%.
`COC(=O)c1cc(C)nc(Sc2ccccc2NC(C)=O)n1` gave TSHR antagonist 7.7, BCR signal inh 6.6%, Integrin act MD -44.1%[inhibitor], TCR activator 5.8%, Mito fusion yeast -5.1%, Tb PFK block -16.7%, ELG1 repair inh 7.8%, A-T KAP1 phos -4.9%, S-ASM inh -0.9%, Eya2 phos inh -7.5% and TSG101-PTAP inh -1.8%.
`Cc1ccccc1N1C(=O)C2ON(c3ccccc3)C(c3cccnc3)C2C1=O` (configuration not stated) gave TSHR antagonist 7.9, BCR signal inh 0.0%, Integrin act MD -1.7%, TCR activator 0.2%, Mito fusion yeast -0.5%, Tb PFK block 0.8%, ELG1 repair inh -4.0%, A-T KAP1 phos 3.4%, S-ASM inh -0.1%, Eya2 phos inh 4.4% and TSG101-PTAP inh -0.6%.
`CCOc1ccc(NC(=O)CN(C)C(=O)CSCc2ccc(C)cc2)cc1OCC` gave TSHR antagonist 9.5, BCR signal inh -0.8%, Integrin act MD -4.9%, TCR activator 2.8%, Mito fusion yeast 9.4%, Tb PFK block -16.5%, ELG1 repair inh 7.3µM*, A-T KAP1 phos -18.8%, Eya2 phos inh 5.3% and TSG101-PTAP inh -1.7%.
Screening COc1ccc(-c2nnc(-c3ccc(N)cc3)o2)cc1 returned TSHR antagonist 8.3, BCR signal inh inconclusive, Integrin act MD 8.5%, TCR activator -1.6%, Mito fusion yeast 1.2%, Tb PFK block 3.4%, ELG1 repair inh inconclusive, A-T KAP1 phos 1.8%, S-ASM inh 107.3%[activator], Eya2 phos inh -2.7% and TSG101-PTAP inh -4.7%.
Screening CCOC(=O)[C@H]1[C@H]2COc3ccccc3[C@@H]2N2C(=O)[C@@H](CO)NC(=O)[C@@]12C returned TSHR antagonist 15.6, BCR signal inh 2.6%, Integrin act MD 2.7%, TCR activator 4.5%, Mito fusion yeast -6.3%, Tb PFK block -1.2%, ELG1 repair inh 20.5%, A-T KAP1 phos -2.8%, S-ASM inh 2.9%, Eya2 phos inh -9.6% and TSG101-PTAP inh -0.5%.
For COC(=O)c1ccccc1NC(=O)N1CCCC1 the results were TSHR antagonist -2.4, BCR signal inh 5.4%, Integrin act MD -11.2%[7.66 µM], TCR activator -1.5%, Mito fusion yeast 9.2%, Tb PFK block 13.4%, ELG1 repair inh 5.1%, A-T KAP1 phos 4.1%, S-ASM inh -3.0%, Eya2 phos inh 6.4% and TSG101-PTAP inh -4.1%.
For O=C(N/N=C/c1cccc(OC(=O)c2ccco2)c1)c1ccc(F)cc1 the results were TSHR antagonist -4.2, BCR signal inh inconclusive, Integrin act MD -12.9%, TCR activator 0.8%[46.1 µM], Mito fusion yeast -5.3%, Tb PFK block 2.5%, ELG1 repair inh inconclusive, A-T KAP1 phos 10.1%, S-ASM inh -4.1%, Eya2 phos inh -5.4% and TSG101-PTAP inh -0.6%.
Screening Cc1cccc(N/C(N)=N/c2nc(CSc3ccc(Cl)cc3)cc(=O)[nH]2)c1 returned TSHR antagonist -1.9, BCR signal inh 3.6%, Integrin act MD 3.5%, TCR activator 0.0%, Mito fusion yeast 1.2%, Tb PFK block -0.3%, ELG1 repair inh inconclusive, A-T KAP1 phos -6.9%, S-ASM inh -1.7%, Eya2 phos inh 1.2% and TSG101-PTAP inh -2.3%.
Cc1nc(Nc2ccc(Cl)cc2)c(C#N)c(=O)[nH]1 was read as TSHR antagonist 21.2, BCR signal inh inconclusive, Integrin act MD -11.0%, TCR activator 5.0%, Mito fusion yeast 0.4%, Tb PFK block 0.1%, ELG1 repair inh 13.4%, A-T KAP1 phos 10.1%, S-ASM inh 0.3%, Eya2 phos inh 5.6% and TSG101-PTAP inh -2.6%.
`CN(CCO)c1ccc(-c2nn(C)c(=O)c3ccccc23)cc1[N+](=O)[O-]` gave TSHR antagonist 2.3, BCR signal inh -12.9%, Integrin act MD 22.0%, TCR activator -0.4%, Mito fusion yeast 1.6%, Tb PFK block 1.4%, ELG1 repair inh 14.4%, A-T KAP1 phos -5.7%, S-ASM inh -4.5%, Eya2 phos inh 8.6% and TSG101-PTAP inh 0.1%.
For Cc1ccc(S(=O)(=O)N(CC(O)CN2C(=O)NC(C)(C)C2=O)c2ccccc2)cc1 (configuration not stated) the results were TSHR antagonist -6.8, BCR signal inh -9.7%, Integrin act MD 12.3%, TCR activator 1.2%, Mito fusion yeast -1.2%, Tb PFK block 2.1%, ELG1 repair inh 0.0%, A-T KAP1 phos -2.8%, S-ASM inh -0.2%, Eya2 phos inh 1.3% and TSG101-PTAP inh 1.0%.
Screening COc1cc(NC(=O)c2cccs2)c(OC)cc1NC(=O)CCC(=O)Nc1cccc2ncccc12 returned TSHR antagonist -17.5, BCR signal inh inconclusive, Integrin act MD -61.6%[inhibitor], TCR activator 0.4%, Mito fusion yeast -2.1%, Tb PFK block -1.8%, ELG1 repair inh inconclusive, A-T KAP1 phos -0.7%, S-ASM inh 7.4%, Eya2 phos inh -16.5% and TSG101-PTAP inh -3.6%.

Screening data: PubChem, National Center for Advancing Translational Sciences (NCATS)
